M. tuberculosis HTS: M. tuberculosis growth inhibition, HTS (AID 449762). M. tuberculosis H37Rv growth inhibition, 7H9 media; higher % means a stronger effect. inhibition, % at 25 µM; hits with a dose series show IC50 in µM. 330,000 compounds, 0.59% hits; in the data active means a potency from the dose series; inconclusive means inhibition above about 70% without an active follow-up result;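 further: bacterial growth assessed after seven days of incubation; strong numbers were not always called active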
tuberculosis growth: growth inhibition of non-replicating M. tuberculosis (AID 488890); Mycobacterium tuberculosis non-replicating, growth inhibition; higher % means a stronger effect; inhibition, % at 25 µM, or IC50 in µM where a hit was titrated; 320,000 compounds, 0.39% hits; in the data active means a potency from the dose series; inconclusive means inhibition mostly from about 82% at the one dose, without a potency; inactive means the rest, 99 in 100 with inhibition below about 76%;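 further: plate controls were DMSO cells for no effect and high antibiotic wells for full effect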
inhibitors of VEEV: inhibitors of VEEV TC-83 cytopathic effect, confirmation, Vero cells (AID 588727); 350,000 compounds, 0.13% hits; inhibition, % at 20 µM, or IC50 in µM where a hit was titrated; Vero cells, VEEV TC-83 cytopathic effect inhibition; higher % means a stronger effect; in the data active means a potency from the dose series; inconclusive means inhibition mostly from about 14% at the one dose, without a potency; inactive means the rest, 99 in 100 with inhibition below about 12%; further: strong numbers were not always called active
influenza NS1A: H1N1 influenza NS1A inhibitors, functional cell based assay (AID 504329). NS1A functional cell-based assay, percent inhibition; higher % means a stronger effect. inhibition, % at 12.5 µM, or IC50 in µM where a hit was titrated. 340,000 compounds, 0.3% hits; in the data active means a potency from the dose series; inconclusive means inhibition above about 27% without an active follow-up result; further: strong numbers were not always called active
Salmonella PhoP GFP: PhoP regulon inhibitors, Salmonella typhi PhoP promoter GFP reporter, confirmatory (AID 1850); Salmonella Typhi PhoP-promoter GFP reporter, fluorescence, 4 h; higher % means a stronger effect; inhibition, % at 50 µM; hits with a dose series show IC50 in µM; 310,000 compounds, 0.33% hits; in the data active means a potency from the dose series; inconclusive means inhibition mostly from about 25% at the one dose, without a potency; inactive means the rest, 99 in 100 with inhibition below about 19%;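 further: 0% = induced wells with vehicle and 100% = uninduced wells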
inhibitors of VEEV 10K pilot screen: recorded beside inhibitors of VEEV, whose call it bears; inhibition, %; measured here: 10K pilot screen inhibition
An asterisk follows results filed as active; i = inactive; ? = inconclusive; · = no result given.

SMILES	M. tuberculosis HTS	tuberculosis growth	inhibitors of VEEV	influenza NS1A	Salmonella PhoP GFP	others
COC(C(=O)Nc1ccc(F)cc1F)c1ccccc1 (configuration not stated)	-3%	-22%	0.4%	1%	2%
O=C(NCc1ccc(Cl)cc1)c1cc(=O)[nH]c2ccccc12	1%	-12%	0.2%	-6%	3%
COC(=O)c1ccc(C(=O)OC)c(NC(=O)COC(=O)C2CC2C)c1 (configuration not stated)	?	?	3.0%	11%	6%
Cc1ccc(NC(=S)N2CCCCCC2)cc1	-3%	4%	0.7%	-4%	-8%
CCc1cc2c(Nc3ccc(O)cc3)nc(C)nc2s1	3%	59%	6.4%	-5%	8%
CC(C)C(=O)Nc1ccccc1N1CCN(S(C)(=O)=O)CC1	-15%	6%	3.6%	-1%	-11%
CSc1ccccc1NC(=O)CN(C)CC(=O)Nc1ccccc1F	9%	-2%	i	-5%	9%
O=C(OCC(=O)N1CCc2ccccc21)[C@@H]1CC(O)CN1S(=O)(=O)c1ccccc1[N+](=O)[O-] (some centres not stated)	3%	14%	1.5%	-9%	·
CSc1nnc(C)c(/C=C/NOCc2ccc(Cl)cc2)n1	-5%	9%	3.7%	-7%	-1%
COc1ccc(Nc2ccc(N3C(=O)CCC3=O)cc2[N+](=O)[O-])cn1	11%	-9%	2.9%	-2%	9%
Cn1cccc1-c1cc(C(=O)N/N=C/c2ccc(F)cc2)[nH]n1	-4%	-6%	2.8%	15%	6%
COC(=O)c1c(C)oc(C)c1S(=O)(=O)N1CCOCC1	-2%	-11%	0.3%	1%	1%
CCn1cc(CNC(=O)/C=C/c2cnn(C)c2)c(C)n1	-2%	15%	0.9%	-7%	-1%
O=C(O)CSCC(=O)N1CCN(Cc2ccc3c(c2)OCO3)CC1	-11%	4%	0.1%	-2%	1%
CN1CCN(c2ncnc3c2cnn3-c2ccc(Cl)cc2)CC1	-2%	19%	8.2%	9%	22%
CC(=O)Nc1ccc(S(=O)(=O)NC(C)(C#N)C2CC2)cc1 (configuration not stated)	-4%	-4%	i	-8%	4%
O=C(COc1ccc2c(C(F)(F)F)cc(=O)oc2c1)Nc1ccc2c(c1)OCCO2	-4%	0%	i	-1%	-10%
O=[N+]([O-])c1cccc(OCc2cn3cccnc3n2)c1	-4%	4%	0.2%	5%	2%
CCOC(=O)C1(CCc2ccccc2)CCN(C(=O)C2=C(C)OCCO2)CC1	-1%	12%	i	·	-11%
COc1ccccc1NC(=O)CSc1nc(=O)n(CCN2CCOCC2)c2c1CCC2	-2%	-15%	7.9%	-13%	11%
CCn1c(=S)sc2c(=O)n(CC(=O)Nc3ccc(Cl)cc3)c(C)nc21	13%	19%	4.6%	7%	1%
CC1(C)C(=O)Nc2ccccc2N1C(=O)CSc1nnc2c(Cl)cc(Cl)cn12	-2%	0%	1.6%	4%	-8%
Cc1ccc(C)c2[nH]c(=O)c(C(c3nnnn3C(C)(C)C)N3CC=C(c4ccc(F)cc4)CC3)cc12 (configuration not stated)	·	·	9.1%	-2%	·
Cc1c(N2C(=O)C(=O)/C(=C(/O)c3ccccc3)C2c2ccc(F)cc2)c(=O)n(-c2ccccc2)n1C (configuration not stated)	-9%	8%	1.1%	-5%	-4%
CCNS(=O)(=O)c1c(C)cc(C)c(N(C)S(=O)(=O)c2ccccc2)c1C	0%	30%	i	-4%	-4%
Cn1cc([N+](=O)[O-])c(C(=O)Nc2ccn(C34CC5CC(CC(C5)C3)C4)n2)n1	-1%	33%	24µM*	-4%	-5%
COc1ccc(OCc2cccc(C(=O)O)c2)cc1	-6%	-2%	0.7%	-4%	7%
Cc1sc2ccccc2[n+]1CCC(C)S(=O)(=O)[O-] (configuration not stated)	-4%	4%	0.2%	7%	-3%
COc1ccc(C(=O)NCCc2cccc(Cl)c2)cc1OC1CCN(C(C)=O)CC1	-3%	15%	7.5%	-7%	2%
Cn1nc(C(=O)NCc2ccc(Cl)cc2)c2c1-c1ccccc1S(=O)(=O)C2	3%	50%	2.7%	3%	8%
COC(=O)Nc1csc2c1NC(=O)CCCC2	2%	?	1.0%	4%	-5%
Cc1ccc(NC(=O)CC(C(=O)O)c2ccccc2)cc1 (configuration not stated)	-8%	-3%	i	8%	-7%
O=C(N=NC(=O)c1ccc2c(O)n(CC3CCCO3)c(O)c2c1)c1cccnc1 (configuration not stated)	1%	8%	0.6%	10%	2%
CCN1CCN(C2=C(NS(=O)(=O)c3ccc(C)cc3)C(=O)c3ccccc3C2=O)CC1	-1%	22%	i	11%	5%
CCCCNC(=O)c1ccc(CS(=O)(=O)c2cccc(C(F)(F)F)c2)o1	0%	10%	i	-4%	0%
O=C(Nc1ccccc1)N1CCC(C(=O)N2CCN(Cc3ccccc3)CC2)CC1	-9%	-4%	0.4%	5%	·
CCC(C)NC(=O)C1CC(c2cccc(OC)c2)=NO1 (configuration not stated)	-11%	-3%	4.6%	2%	-4%
O=C(NC(=S)Nc1ccc(Cl)cc1)c1cncc(Br)c1	5%	-9%	7.3%	0%	0%
CCOCCCNC(=O)/C(C#N)=C/c1ccc(Cl)c([N+](=O)[O-])c1	12%	65%	40%	-5%	-16%
COc1cccc(CCc2nnc(CCC(=O)N(C)C3CC(C)(C)NC(C)(C)C3)o2)c1	-3%	-3%	0.6%	-5%	-1%
Nc1nc(N)nc(-c2ccccc2)n1	-3%	-4%	0.1%	15%	6%
CCOc1ccc(C2Nc3ccc4ccccc4c3-c3c2c(=O)oc2ccccc32)cc1 (configuration not stated)	63%	2%	i	-5%	-1%
COc1ccc(N2CCN(C(=O)C(C)(C)Oc3ccc(Cl)cc3)CC2)cc1	2%	·	5.3%	12%	-12%
CC1Sc2ccc(S(=O)(=O)N3CCC(C(=O)NCCc4ccccc4)CC3)cc2NC1=O (configuration not stated)	4%	30%	2.9%	6%	1%
NC(=O)c1ccccc1OCc1cccc2ccccc12	4%	3%	i	-5%	-3%
O=C(c1cc(-c2ccc(Br)cc2)nc2ccccc12)N1CCN(c2ccccc2O)CC1	?	5%	7.2%	-7%	-5%
O=C(O)CCc1ccc(S(=O)(=O)Nc2ccccc2C(=O)NCCc2ccccc2)cc1	-3%	-13%	i	-6%	15%
COC(=O)C1=C(C)OC(N)=C(C#N)C1C1CCCCC1 (configuration not stated)	-5%	3%	i	0%	-5%
COc1ccc(NC(=O)C2CCCN2C(=O)NC2CCCCC2)cc1OC (configuration not stated)	-5%	2%	i	5%	2%	inhibitors of VEEV 10K pilot screen=4.1
CCc1c(C)[nH]n(-c2nc(-c3cccc([N+](=O)[O-])c3)cs2)c1=O	1%	-3%	1.6%	-4%	-2%
Remaining list, next part
SMILES	M. tuberculosis HTS	tuberculosis growth	inhibitors of VEEV	influenza NS1A	Salmonella PhoP GFP	others
C=CCNc1cc(=O)n(Cc2ccccc2)c(=O)[nH]1	-5%	1%	2.4%	1%	-3%
O=C(N/N=C/C=C/c1ccco1)c1cccnc1	4%	?	1.2%	-4%	1%
O=C(N/N=C/c1ccc2c(c1)OCO2)C(=O)N1CCCC1	1%	-8%	1.2%	0%	-7%
Cc1ccccc1OCCCC(=O)Nc1nncs1	0%	58%	1.9%	-6%	-4%
COc1ccc(C)cc1N1CC(C(=O)Nc2ccccc2N2CCCCC2)CC1=O (configuration not stated)	5%	32%	8.7%	-2%	·
O=C(CSc1cccc[n+]1[O-])Nc1ccccc1C(F)(F)F	-1%	-1%	9.6%	0%	·
CC(=O)c1ccccc1NC(=O)COC(=O)/C=C/c1ccc(C)o1	27%	44%	2.4%	10%	1%
CCC1CCCCN1CC(C)(C)NS(=O)(=O)c1ccccc1 (configuration not stated)	-5%	8%	8.2%	9%	12%
O=C1C2C3C=CC(C3=C3CCCCC3)C2C(=O)N1c1ccccc1 (configuration not stated)	1%	-11%	1.1%	-2%	-3%
Cc1sc(NC(=O)c2ccco2)c(CN2CCN(c3ccccc3)CC2)c1C	0%	49%	1.6%	2%	-12%
Cc1ccc(NC(=O)c2nnn(CC(=O)Nc3ccccc3)c2N)cc1C	2%	-3%	1.8%	4%	1%
COc1ccc(S(=O)(=O)N2CCOCC2)cc1NC(=O)Cc1coc2cc(C)ccc12	·	·	7.7%	-4%	·
CN1C(=O)C(Cc2cnc[nH]2)NC1=S (configuration not stated)	-2%	1%	0.2%	-13%	-2%
COc1ccc(C(=O)NCc2nc(C)c(C)s2)cc1OC1CCN(C(C)C)CC1	-9%	-5%	i	-5%	-5%
O=C(CSc1ncnc2sccc12)Nc1ccccc1F	4%	20%	0.6%	-4%	2%
O=C(NCCc1ccccn1)c1ccc(OC2CCN(CCc3ccccc3)CC2)cc1	4%	16%	2.8%	-2%	-1%
Cc1ccc(N(Cc2cc(=O)[nH]c3ccccc23)C(=O)c2ccco2)cc1	-17%	25%	1.1%	4%	9%
CCOc1ccc(N(CC(=O)Nc2cc(Cl)ccc2C)S(C)(=O)=O)cc1	1%	5%	1.1%	3%	-6%
O=C(NCc1cccs1)Nc1cc(Cl)ccc1Cl	1%	14%	i	-4%	-5%
CCOc1ccc(OCC(=O)Nc2cc3c(cc2C(=O)O)OCCCO3)cc1	-3%	27%	1.0%	7%	0%
c1ccc(COc2ccc(-c3csnn3)cc2)cc1	14%	36%	0.6%	-13%	-20%
COC(=O)c1cc(C(=O)NNC(=O)c2ccc3c(c2)OCO3)cc([N+](=O)[O-])c1	2%	12%	0.6%	12%	·
CC1CCCCN1CCCNC(=O)Cn1c(=O)c2cccn2c2ccccc21 (configuration not stated)	-8%	6%	0.3%	3%	-4%
COc1ccc(-c2nnc(N3CCCCC3)c3ccccc23)cc1	11%	17%	7.5%	-4%	-7%
CCCCc1ccc(CC(=O)O)cc1	-2%	14%	5.9%	2%	7%
CC(=O)c1c(N2CCN(c3ccc(F)cc3)CC2)nc(=S)n(Cc2ccccc2)c1C	-6%	41%	1.2%	22%	18%
C/C(=N/NC(=O)c1ccc(C(C)(C)C)cc1)c1cccnc1	-2%	-8%	0.6%	·	5%
COc1ccc(OC)c(S(=O)(=O)N2CCCCC2C(=O)O)c1 (configuration not stated)	-13%	-17%	1.4%	-5%	2%
Cc1ccc(CNC(=O)C2CCCC2)cc1	-3%	74%	1.6%	1%	-2%
O=C(NCc1ccccn1)C(=O)NCC1OCCN1S(=O)(=O)c1ccc(Br)cc1 (configuration not stated)	1%	4%	i	-4%	-7%
CCOc1ccc(S(=O)(=O)Nc2ccc(F)cc2)c(C)c1C	1%	24%	i	9%	8%
CC(C(=O)Nc1ccccc1-c1ccccc1)N1CCN(S(=O)(=O)c2ccccc2)CC1 (configuration not stated)	7%	-8%	0.4%	-4%	-8%
CCCC(=O)Nc1ccc(C(=O)COC(=O)C2CC2C)cc1 (configuration not stated)	-10%	36%	i	-2%	·
CCc1nc2ccc(F)cc2c(C(=O)NC2CCCCC2C)c1C (configuration not stated)	-4%	8%	2.3%	0%	-7%
COC(=O)c1sccc1NC(=O)/C=C/C(=O)O	-6%	8%	i	10%	18%
CCCCN(C)C(=O)C1CCN(Cc2cccc(OCc3ccccc3)c2)CC1	5%	31%	0.1%	-5%	-3%
NNC(=O)c1cccc(COc2ccc(Br)cc2)c1	-2%	66%	11%	-3%	3%
CCN(CC(=O)Nc1c(F)cccc1F)C(=O)CCNC(=O)c1ccco1	·	·	1.3%	-13%	·
COc1cc2c(cc1OC)CN(C(=O)/C=C/c1ccc(F)cc1)CC2	5%	15%	3.4%	0%	10%
COc1ccccc1OCC(=O)O/N=C(\N)c1ccccn1	-5%	-5%	0.3%	-6%	-15%

Compound activity deposited in PubChem BioAssay by Southern Research Specialized Biocontainment Screening Center.
